Bioassay records deposited in PubChem by National Center for Advancing Translational Sciences (NCATS).
IMPase Li inh – membrane-permeable IMPase blocker, potentiated with lithium | hit rate 0.35% among 210,000 | CHO-M1 cells, IP1 TR-FRET (IP-One), carbachol + lithium | Potency, µM (highest dose often 59.4 µM), for inactives: at the top dose activity, negative = IMPase inhibition, most hits filed as inhibitors;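 note: IP1 builds up when IMPase is blocked and the TR-FRET signal falls; plate controls were basal vehicle for no effect and high inhibitor control for full effect; nearly all actives have a fitted effect of over 50% in size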
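IP1 accumulation measured by competitive TR-FRET in lysed CHO-M1 cells after 30 min compound exposure at 37C, with a small lithium addition to potentiate weak responses. Hill-equation AC50 from ratio and donor-channel data.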
KinaseGlo FLuc – blocks Kinase-Glo luciferase, a counter-screen artifact. Potency, µM (doses to about 38.3 µM), without a hit: top-dose activity change, negative = inhibition, usual class: inhibitors. AID 1379. Kinase-Glo luciferase, ATP luminescence, 8 min. hit rate 0.28% among 200,000; note: % is set by controls: 0 for no effect and ±100 for the full control effect; nearly all actives have a fitted effect of over 60% in size
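Compound is pinned into ATP-containing buffer (10 uM ATP, imidazole pH 7.2, 7 mM MgCl2). Kinase-Glo luciferase reagent is then added. Light output is recorded following an 8-min room-temperature incubation.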
RECQ1 helicase – blocks DNA unwinding by human RECQ1 | P46063 | RECQ1 DNA unwinding, red fluorescence kinetic read | Potency, µM (doses to about 57.3 µM), without a hit: at the highest dose activity, negative = inhibition, hits mostly inhibitors | hit rate 0.54% among 240,000 | AID 2549;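 note: plate controls were vehicle for no effect and no enzyme for full effect; nearly all actives have a fitted effect of over 30% in size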
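50 nM RECQ1T1 preincubated 15 min with compound in Tris pH 8.0 buffer with MgCl2, DTT, Tween-20 and 2.5 ug/ml poly(dI-dC); started with 200 nM TAMRA/BHQ-2 forked duplex and 2 mM ATP. Unwinding read as fluorescence (525/598 nm), two reads 2 h apart.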
SMN2 splice enh – enhancers of SMN2 splice variant expression. HEK293 SMN2-luciferase splicing reporter, luminescence, 30-36 h. AID 1458. hit rate 2.8% among 210,000. Potency, µM (doses to about 46.1 µM), for inactives: at the top dose activity change, positive = activation, actives largely listed as activators; note: % of control where 0% means no effect; nearly all actives have a fitted effect of over 55% in size
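HEK293 cells carry an SMN2 minigene-luciferase reporter in which exon 7 inclusion puts luciferase in frame. Cells were seeded at 2000 cells/well, attached for 10-12 hours, then exposed to compounds for 30-36 hours at 37C before ONE-Glo luminescence.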
JMJD2E inh – JMJD2E (human) inhibition; B2RXH2; JMJD2E catalytic domain, FDH-coupled NADH fluorescence (FDH is formaldehyde dehydrogenase); Potency, µM (titrated, usually from 57.1 µM), for the others: at the highest dose activity change, negative = inhibition, most hits filed as inhibitors; hit rate 1.6% among 230,000; active = well fitted inhibition curve with a large enough effect, not every such curve was filed as active; inconclusive = small, poorly fitted or top-dose-only effect, or another doubt; inactive = no such curve, though single readings can be large or run the other way;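 note: 0% = wells with enzyme and -100% = buffer wells without enzyme; nearly all actives have a fitted effect of over 50% in size; many of its hits are not listed in these tables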
Target sequence (B2RXH2 1-337 limits assumed): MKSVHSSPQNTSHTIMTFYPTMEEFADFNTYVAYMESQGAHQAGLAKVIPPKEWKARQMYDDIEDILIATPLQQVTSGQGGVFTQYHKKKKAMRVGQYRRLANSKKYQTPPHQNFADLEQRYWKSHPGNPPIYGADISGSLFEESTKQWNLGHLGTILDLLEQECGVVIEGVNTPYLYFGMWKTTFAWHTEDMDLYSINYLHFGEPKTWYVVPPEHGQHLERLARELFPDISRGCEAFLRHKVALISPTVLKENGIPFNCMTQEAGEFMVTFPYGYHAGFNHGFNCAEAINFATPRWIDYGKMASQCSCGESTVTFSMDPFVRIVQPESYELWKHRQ
RGS12 GoLoco inh – inhibitors of human Gai1-RGS12 GoLoco interaction (red fluorophore) | AID 880 | P63096 | Gai1:RGS12 GoLoco peptide FP, rhodamine, 10 min | hit rate 0.44% among 230,000 | Potency, µM (titrated, usually from 61.6 µM), without a hit: at the highest dose activity, negative = inhibition, usual class: inhibitors; active = well fitted inhibition curve with a large enough effect, not every such curve was filed as active; inactive = no such curve, though single readings can be large or run the other way; note: % is set by controls: 0 for no effect and ±100 for the full control effect; nearly all actives have a fitted effect of over 30% in size; many of its hits are not listed in these tables
Target sequence (P63096 whole entry, looked up): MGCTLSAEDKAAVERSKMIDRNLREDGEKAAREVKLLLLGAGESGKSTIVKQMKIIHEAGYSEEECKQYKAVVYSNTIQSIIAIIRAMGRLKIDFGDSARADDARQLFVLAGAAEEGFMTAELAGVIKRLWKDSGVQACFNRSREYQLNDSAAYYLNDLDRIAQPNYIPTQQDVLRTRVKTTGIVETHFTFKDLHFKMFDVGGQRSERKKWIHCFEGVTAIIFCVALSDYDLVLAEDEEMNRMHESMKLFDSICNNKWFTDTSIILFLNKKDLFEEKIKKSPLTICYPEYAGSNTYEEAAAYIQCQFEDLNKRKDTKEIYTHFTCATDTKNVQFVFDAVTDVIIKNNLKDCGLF
Epigenetic reg – epigenetic control regulation, reporter derepression; Potency, µM (series often up to 53.9 µM), for the others: at the highest dose GFP activation, usual class: activators; hit rate 0.2% among 280,000; AID 1865; murine LDR cells, GFP reporter derepression, 30 h; note: % of control where 0% means no effect; nearly all actives have a fitted effect of over 60% in size
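GFP-positive cell count by laser-scanning cytometry (objects 20–120 um) after 30 h, 37 C compound exposure of murine LDR cells; reporter is CMV-GFP integrated at a silenced locus, inducible by HDAC or DNMT inhibitors.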
NPSR antagonist – antagonists of human neuropeptide S receptor cAMP signaling | Q6W5P4 | CHO-NPSR cells, cAMP TR-FRET, antagonist mode | Potency, µM (highest dose often 38.3 µM), for the others: top-dose activity change, negative = inhibition, usual class: inhibitors | hit rate 1% among 220,000; note: % is set by controls: 0 for no effect and ±100 for the full control effect; nearly all actives have a fitted effect of over 50% in size; many of its hits are not listed in these tables
Target sequence (Q6W5P4 whole entry, looked up): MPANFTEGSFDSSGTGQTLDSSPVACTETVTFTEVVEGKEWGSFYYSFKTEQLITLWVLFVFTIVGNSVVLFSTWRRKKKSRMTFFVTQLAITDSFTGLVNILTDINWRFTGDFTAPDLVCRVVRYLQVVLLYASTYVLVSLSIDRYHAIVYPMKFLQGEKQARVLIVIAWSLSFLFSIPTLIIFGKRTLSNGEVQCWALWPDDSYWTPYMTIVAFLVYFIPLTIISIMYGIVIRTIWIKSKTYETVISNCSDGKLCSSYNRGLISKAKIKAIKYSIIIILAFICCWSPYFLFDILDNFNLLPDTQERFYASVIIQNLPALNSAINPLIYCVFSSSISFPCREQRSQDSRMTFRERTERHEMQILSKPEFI
* = called active by the depositor; i = inactive; ? = inconclusive; . = not tested or not shown; [ ] = another dose, or the depositor's remark. Unless noted, calls come from the whole dose curve; as a rule, active = well fitted curve in the direction sought with a large enough effect; inconclusive = small, poorly fitted or top-dose-only effect, or another doubt; inactive = no such curve, though single readings can be large; an effect the other way counts as inactive or inconclusive. Potency is the fitted concentration of half-maximal effect. Not all compounds are listed. The share of hits here may be higher or lower than overall.

The line under a structure holds: KinaseGlo FLuc | RECQ1 helicase | RGS12 GoLoco inh | SMN2 splice enh | JMJD2E inh | IMPase Li inh | NPSR antagonist | Epigenetic reg
> CCOC(=O)c1ccc(S(=O)(=O)NC2CCCCCCC2)n1C
    0.7% | -0.7% | 4.6% | -29.7% | 1.0% | 6.8%[38.3 µM] | -10.3%[46.1 µM] | 0.0%
> c1ccc(CN2CN=C(Nc3nc4ccccc4s3)NC2)cc1
    -5.1% | -14.4% | 4.9% | -10.6% | 1.5% | 36.3%[activator][38.3 µM] | -7.7%[46.1 µM] | -2.4%
> COc1ccc(NC(=O)Nc2nnc(-c3ccco3)s2)cc1
    . | i | 5.9% | . | -2.6% | . | 4.9% | 0.0%
> CC(=O)OCC(=O)C1=CCC2C3CCC4=CC(=O)C=CC4(C)C3(F)C(OC(C)=O)CC12C (stereo unspecified)
    2.1% | -9.6% | -2.0% | -64.4%[inhibitor] | 2.7% | 4.7% | -7.5% | 1.9%
> Cc1cc(C)c(S(=O)(=O)N2CCCOC2CNC(=O)C(=O)NCc2ccco2)c(C)c1 (stereo unspecified)
    -2.0% | -1.2% | -1.0% | -8.6% | -5.9% | -1.0% | 6.6% | -0.5%
> Cc1cccn2c(CN[C@H]3CCCCNC3=O)c(C(=O)N3CCOCC3)nc12
    . | -10.2% | -1.3% | . | -11.0% | 6.3% | -27.0% | -0.2%
> COc1cccc(NC(=O)COC(=O)C2CCN(S(=O)(=O)c3cccs3)CC2)c1
    3.8% | -9.8% | 18.2% | 28.3% | 5.1% | 2.6% | 6.7% | -1.4%
> Oc1ccc(O)c2c(O)cccc12
    . | 3.98µM* | 1.0% | 2.1% | . | 19.1% | . | .
> C#CCOCCOCCOCCNc1nc(N2CCN(C(=O)[C@H](CCC(=O)O)n3cc(C(N)CO)nn3)CC2)nc(N2CCN(C(=O)[C@H](CCC(=O)O)n3cc(C(N)CO)nn3)CC2)n1 (stereo partly specified)
    . | i | -6.2% | . | -6.4% | . | 5.0% | 5.9%
> CCOC(=O)N1CCN(C(=O)C2CCC(=O)N2C(C)C)CC1 (stereo unspecified)
    -0.6% | -12.8% | 4.5% | 1.0% | 5.8% | -21.7%[38.3 µM] | 7.8%[46.1 µM] | 3.9%
> NS(=O)(=O)c1ccc(NC(=S)NCc2cccc(Cl)c2)cc1
    . | -3.3% | . | . | -21.6% | . | -14.0%[46.1 µM] | 1.0%
> Cc1ccc(-n2nnnc2SCC(=O)N2CCc3ccccc3C2)cc1
    2.6% | -8.3% | -2.1% | -7.1% | 2.2% | 2.4% | -8.2%[46.1 µM] | -0.8%
> N#CCCNc1ccc(OCCC#N)cc1
    . | -10.4% | . | . | -8.7% | . | -7.1%[46.1 µM] | -4.4%
> Cc1ccc(-n2c(CSc3nc(C)cc(C)n3)nnc2SCC(=O)N2CCCC2)cc1
    -0.7% | -8.0% | 1.0% | 18.4% | -5.8% | -8.4%[38.3 µM] | -25.2%[46.1 µM] | 0.4%
> O=C(O)c1ccccc1C(=O)NCC(O)COc1ccc(Cl)cc1 (stereo unspecified)
    . | i | -2.4% | . | -3.4% | . | 6.4% | 5.2%
> COc1cccc(COc2nc3c(c(=O)n(C)c(=O)n3C)n2C)c1
    0.2% | -5.9% | -2.3% | 21.2% | 5.9% | 1.0%[38.3 µM] | -1.0%[46.1 µM] | 0.0%
> COc1ccc(S(=O)(=O)N2CCC(C(=O)NCC(c3cccs3)N(C)C)CC2)cc1 (stereo unspecified)
    0.2% | i | -15.6% | -5.7% | 2.4% | 6.3%[38.3 µM] | -9.7%[46.1 µM] | 14.6%
> O=c1c(CCc2ccccc2)nc2cnc(Oc3ccccc3)nc2n1C[C@H]1CCCO1
    -7.1% | i | 0.6% | -7.6% | . | -4.9% | . | .
> CCc1nc(CN2CCN(c3cc(C(F)(F)F)ccn3)CC2)c(C)[nH]1
    . | 21.2% | 7.9% | . | ? | . | 1.6% | 0.0%
> COc1cccc(C(=O)CSc2nc3ccccc3n2CC(=O)N(C(C)C)C(C)C)c1
    2.0% | -10.4% | 4.8% | 4.3% | 1.2% | 0.5% | -12.1%[46.1 µM] | 0.0%
> COc1ccc(C(c2sc3nc(C)nn3c2O)N2CCN(Cc3ccccc3)CC2)cc1OC (stereo unspecified)
    1.6% | -11.0% | -4.7% | -1.5% | 8.1% | -7.8%[38.3 µM] | -8.5%[46.1 µM] | 0.0%
> COc1cccc(CNC(=O)CSc2cc(=O)n(C)c3ccccc23)c1
    . | -7.2% | -0.5% | . | ? | -10.4% | -5.4% | -0.2%
> Cc1cc(C(=O)Nc2ccc(S(=O)(=O)Nc3nccs3)cc2)c(C)o1
    0.2% | -4.3% | 0.0% | . | 0.6% | 10.4%[38.3 µM] | -7.8%[46.1 µM] | 0.0%
> COC(C[C@@H](O)[C@H](C)[C@H](O)COCc1ccccc1)OC
    . | i | -5.0% | . | 7.0% | . | 21.1% | 6.5%
> CCc1ccc(-c2nc(CN3CCC(C(=O)NCc4ccccc4OC)CC3)c(C)o2)cc1
    3.3% | -15.6% | 27.4% | 2.4% | -5.5% | -1.8%[38.3 µM] | -11.6%[46.1 µM] | 2.2%
> CCOc1ccc(Oc2nc(N(CC)CC)nc(N3CCOCC3)n2)nn1
    -0.8% | i | -1.1% | ? | -0.9% | 8.2% | -0.1% | -0.4%
> COc1ccc2[nH]c3cc4c(=O)c5cc(OC)ccc5[nH]c4cc3c(=O)c2c1
    -4.2%[7.66 µM] | . | 1.4%[14.2 µM] | -0.6%[9.22 µM] | . | -17.4% | . | .
> Cc1cc(=O)oc2cc(Oc3ccc(C(N)=O)cc3[N+](=O)[O-])ccc12
    . | -14.6% | -69.4% | . | ? | . | 6.1%[7.67 µM] | -0.3%
> CCOC(=O)N1CCN(S(=O)(=O)c2cc(Br)cnc2N)CC1
    -0.3% | 2.6% | 5.5% | -8.5% | ? | 30.8%[activator][38.3 µM] | -5.1%[46.1 µM] | -0.1%
> Fc1ccc(-c2c[nH]c(=S)n2Cc2ccccc2)cc1
    -0.5% | -0.1% | 4.1% | -42.9%[inhibitor] | -16.6% | 12.0% | -48.0% | -0.3%
> COc1ccc(CC(=O)NNC(=S)NC(=O)c2cccnc2)cc1
    . | -8.8% | 10.4% | . | -3.5% | . | -1.6%[7.67 µM] | -0.3%
> CC1Cc2cc(/C(O)=C3\C(=O)C(=O)N(CCN(C)C)C3c3ccccc3F)ccc2O1 (stereo unspecified)
    -2.5% | -4.9% | 14.1% | -8.0% | ? | ? | 26.4%[46.1 µM] | 0.0%
> COc1ccc2cc(N=Cc3nc(-c4ccc(C)cc4)oc3O)cnc2c1
    -0.4% | -1.9% | 8.1% | 3.7% | ? | -4.5% | 13.4% | 5.3%
> O=C(O)CNc1ncccc1[N+](=O)[O-]
    -1.2% | 2.0% | 6.5% | 3.3% | 6.0% | 4.6% | 7.3% | 0.9%
> O=c1oc2cc(OCc3c(F)cccc3Cl)ccc2cc1-c1ccccn1
    0.5% | -5.9% | -1.8% | -27.3% | 7.9% | -10.3%[38.3 µM] | -13.6%[46.1 µM] | -0.1%
> Cc1cc(C)n(CCC(=O)N/N=C/c2ccc(Br)c([N+](=O)[O-])c2)n1
    . | -0.4% | -1.4% | . | -1.3% | . | -0.7% | 0.3%
> Cc1cc(C)nc(NC(N)=NCCc2c[nH]c3ccccc23)n1
    -3.5% | -14.0% | 12.2% | . | -2.5% | 21.2% | 29.3% | 5.1%
> COc1cc(OC)c(NC(=O)CCCn2c(=O)oc3ccccc32)cc1Cl
    -0.1% | -6.6% | -6.2% | -6.9% | 3.1% | 2.0% | 12.5% | -1.1%
> CCOc1ccc(N(C(=O)CNC(=O)c2cccs2)C(C(=O)NCC2CCCO2)c2ccc(OC)c(OC)c2)cc1 (stereo unspecified)
    -3.8% | -15.7% | 9.5% | 9.8% | -3.0% | 6.1% | -8.7% | 1.1%
> COC(=O)[C@@]1(Cc2ccc(F)cc2)[C@H]2c3cc(C(=O)N(C)C)n(CCF)c3C[C@H]2CN1C(=O)c1ccccc1
    -1.3% | i | -1.9% | -14.2% | 10.2% | 0.7% | . | 0.6%
> COc1ccc(O)c(C(=O)c2cc(C#N)c(=O)n(Cc3ccccc3)c2)c1
    -2.6% | -2.7% | 2.7% | -26.9% | -1.4% | -5.6% | -21.3% | 0.1%
> O=[n+]1c2c(n([O-])c3ccccc31)CCC2
    -5.1% | 8.4% | 3.1% | -7.9% | 1.4% | -4.2%[38.3 µM] | -15.1%[46.1 µM] | -0.7%
> CC(C)CN1CCCC2(CCN(C(=O)c3ccco3)CC2)C1
    0.5% | -19.3% | 26.9% | 12.4% | . | 30.1%[activator] | . | .
> CC(NC(=O)c1ccc2nc[nH]c2c1)c1ccccc1 (stereo unspecified)
    0.5% | -8.1% | 1.6% | . | 5.4% | 8.8% | -4.4% | -3.9%
> CC(C(=O)Nc1ccc(S(=O)(=O)N2CCOCC2)cc1)N1C(=O)C2CC=CCC2C1=O (stereo unspecified)
    3.0% | -3.3% | 1.9% | 22.2% | -28.7% | 14.3% | 5.3% | -0.5%
> O=c1nc(N/N=C/C=C/c2ccccc2)cn[nH]1
    . | -11.8% | 5.9% | . | 3.0% | . | -11.2% | 5.6%

A different layout for part of the listing above:
| smiles | KinaseGlo FLuc | RECQ1 helicase | RGS12 GoLoco inh | SMN2 splice enh | JMJD2E inh | IMPase Li inh | NPSR antagonist | Epigenetic reg |
| --- | --- | --- | --- | --- | --- | --- | --- | --- |
| O=[n+]1c2c(n([O-])c3ccccc31)CCC2 | -5.1% | 8.4% | 3.1% | -7.9% | 1.4% | -4.2%[38.3 µM] | -15.1%[46.1 µM] | -0.7% |
| CC(C)CN1CCCC2(CCN(C(=O)c3ccco3)CC2)C1 | 0.5% | -19.3% | 26.9% | 12.4% | . | 30.1%[activator] | . | . |
| CC(NC(=O)c1ccc2nc[nH]c2c1)c1ccccc1 (stereo unspecified) | 0.5% | -8.1% | 1.6% | . | 5.4% | 8.8% | -4.4% | -3.9% |
